Screening results from PubChem.
IEC-6 tox: counter-screen for KLF5 inhibitors: cytotoxicity in IEC-6 cells. 290,000 compounds, 0.78% hits. inhibition, % at 5 µM. IEC-6 cytotoxicity, luminescence viability; in the data active = inhibition above about 22%;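 also: 0% = plate median of test compound wells and 100% = cytotoxic reference compound wells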
HSF1 inh: HSF1 inhibition; 300,000 compounds, 0.77% hits; NIH3T3-HGL HSE-luciferase, MG132-induced, luminescence 8 h; stronger effect = lower value; activity change, negative = inhibition, % at 7.5 µM (by protocol);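 active = more than half of replicate wells show activity change below -50%, luminescence cut by over half; inconclusive = some wells, but at most half, below -50%; inactive = no replicate well below -50%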;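 also: luciferase reports HSF-1 transcriptional activity via heat shock element; 0% = median of DMSO wells and -100% = zero luminescence signal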
HSF1 activator: increases HSF-1 driven luciferase reporter signal. NIH3T3-HGL HSF-1 luciferase reporter, MG132, 8 h; 100% = twice DMSO control signal. activation, % at 9 µM. 300,000 compounds, 1.7% hits. AID 504408;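 active = mean replicate activation of at least 50% with a set share of replicates each reaching 50%; inconclusive = only one of those two conditions met; inactive = mean below 50% and too few replicates reaching it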;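 also: 0% = median of the neutral control wells and 100% = twice that signal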
KLF5 inh: inhibitors of KLF5 expression; inhibition, % at 5 µM; DLD-1 KLF5 promoter-luciferase reporter, luminescence; 290,000 compounds, 0.23% hits;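 active = inhibition above a per-plate limit of that plate's mean compound inhibition plus 3 SD, cut at about 60% in these data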;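 also: 0% = DMSO wells and 100% = LY294002 at 200 µM; higher means less KLF5 promoter-driven luciferase light; inactives centre near -14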
HIF activator: HIF pathway transcriptional activation | U2OS HRE-luciferase reporter, luminescence; normalized: DMSO 0%, desferrioxamine 100% | activation, % at 7.5 µM (by protocol) | 300,000 compounds, 0.32% hits | AID 1910;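 active = mean activation of at least 10% of the iron chelator positive control signal, with at least half of replicates also reaching 10%; inconclusive = mean and replicate majority disagree about reaching 10%; inactive = mean and most replicates under 10%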
aSyn UTR inh: MLPCN primary screen, SNCA 5' untranslated region | inhibition, % (tested at 7.5 µM) | alpha-synuclein 5'UTR reporter, inhibitor activity | AID 1813 | 300,000 compounds, 0.82% hits; in the data active = inhibition above about 60%; inconclusive = no clear call, values can overlap the other calls;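 also: H4 neuroglioblastoma cells stably carrying SNCA 5'UTR luciferase fusion; 0% = DMSO wells and 100% = positive control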
Platelet DG rel: platelet dense granule release activity; human platelet-rich plasma, SFLLRN dense granule ATP release, luminescence; inhibition, %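 (compounds screened at 7.5 µM in platelet-rich plasma)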; 300,000 compounds, 0.22% hits; AID 1663;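 active = mean replicate score, as percent of positive control, at or above 50; inconclusive = mean below 50 but at least one replicate at or above 50; inactive = mean and every replicate below 50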
HSP90 refold inh: HSP90 refolding inhibition in rabbit reticulocyte lysate | luciferase refolding luminescence, 3 h | inhibition, % at 5.6 µM | 290,000 compounds, 0.91% hits;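 active = inhibition above the screen-wide mean plus 3 SD, computed separately per campaign, cut at about 16% in these data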;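 also: 0% = DMSO wells and 100% = 60 µM geldanamycin wells; inhibitors lower the luminescence because luciferase stays unfolded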
SKKanGAS inh: blocks kanamycin growth of S. pyogenes SKKanGAS strain. BacTiter-Glo, 6 h. inhibition, % at 7.5 µM. 300,000 compounds, 1.3% hits;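 active = mean replicate score, as percent of positive control median, at least 50; inconclusive = mean below 50 but one replicate at or above 50; inactive = mean and every replicate below 50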;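 also: strain carries kanamycin resistance gene driven by streptokinase promoter and grows in 40 µg/ml kanamycin; loss of luminescence reflects streptokinase promoter inhibition or plain growth inhibition; 0% = median of DMSO wells and 100% = positive control at its reference dose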
AI-2 QS mod: modulators of Vibrio harveyi AI-2 quorum sensing system; Vibrio harveyi JMH597 AI-2 luminescence/OD600 ratio, 9 h; stronger effect = lower value; strain lacks LuxN and CqsS sensors; 0 = neutral-control median; activity change, % at 7.5 µM; 300,000 compounds, 0.4% hits; in the data active = activity change below about -75%, passing the limit was not always enough; inconclusive = no clear call, values can overlap the other calls;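 also: luminescence divided by OD600 gain over 9 h not by final OD600 alone; inactives centre near 13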
Active calls of the source: *; u = inconclusive; x = no result given.

SMILES	IEC-6 tox	HSF1 inh	HSF1 activator	KLF5 inh	HIF activator	aSyn UTR inh	Platelet DG rel	HSP90 refold inh	SKKanGAS inh	AI-2 QS mod
COc1cccc(/C=C/C(=O)N2CCN(c3n[nH]c(=O)[nH]c3=O)CC2)c1OC	4	3	-5	-4	0.4	22	1	2	3	11
CCS(=O)(=O)c1nc(S(=O)(=O)c2ccc(Cl)cc2)c(NCCCN2CCCC2=O)s1	-4	-15	-28	-38	-1.0	13	0	0	22	28
Cc1ccnc2nc(C(=O)OCC(=O)NC(=O)NCc3ccco3)nn12	-1	-2	-6	-14	-0.1	-11	8	6	-1	2
COc1ccc(CCNC(=O)/C=C\c2ccccc2)cc1OC	7	-6	4	-6	-0.1	-4	11	2	-1	14
COc1cccc(N2C(=O)CN(Cc3cc(OC)c(OC)c(OC)c3)C2=S)c1	10	5	1	-14	0.8	33	0	5	-6	21
CCOC(=O)c1cccc(NC(=O)c2cncc(Br)c2)c1	-2	11	2	7	1.3	-82	-1	3	1	0
O=C(CCSc1ccccc1)OCn1nnc2ccccc2c1=O	-2	-8	-4	-21	0.4	-21	-9	1	-8	11
COc1cccc(OCC(=O)N(C)Cc2nc(-c3ccccc3)no2)c1	-4	2	7	-14	-0.4	18	-2	-1	-1	13
COc1ccc(CCNC(=O)CSc2nc3[nH]ncc3c(=O)n2-c2ccc(Br)cc2)cc1OC	1	-2	1	-25	-0.1	-7	5	0	11	-3
CS(=O)(=O)N(CC(=O)N1CCC(C(N)=O)CC1)c1cc(C(F)(F)F)ccc1Cl	6	1	-12	-29	-0.2	1	1	5	-4	3
CC(OC(=O)c1ccc(Cl)nc1)C(=O)N1CCc2ccccc21 (configuration not stated)	x	-2	8	x	-2.4	9	3	x	5	9
COc1cc(CN2CCCC(CO)(Cc3ccccc3)C2)ccc1O (configuration not stated)	-1	6	-19	-38	-1.6	-4	0	-5	2	8
COc1ccc(N2C(=O)C3CCCN3C2c2cc(OC)c(OC)c(OC)c2)cc1 (configuration not stated)	-1	0	2	-41	0.1	10	15	1	-16	12
O=S1(=O)CCC(N=Cc2cc(Br)ccc2O)C1 (configuration not stated)	-2	-11	4	-10	-0.1	16	-31	-6	12	17
COc1ccc(-c2nc(C#N)c(N3CCCCC3)o2)cc1	-2	20	74*	-40	-22	-35	-8	-6	-14	10
Cc1csc(NC(=O)c2ccc(C)s2)n1	x	-1	-4	x	2.2	-174	8	x	-3	5
COc1ccccc1N1CCN(C(=O)/C=C/c2c(Cl)nc3ccccn23)CC1	4	-2	6	19	-0.1	19	9	-3	69*	5
CCOc1ccccc1NC(=O)Cn1c(=O)sc2ccccc21	-6	5	12	-22	-0.6	-1	-13	-3	-1	10
CCOc1cc2c(cc1/C=C/C(=O)O)OC(C)C2 (configuration not stated)	-1	5	6	-11	-0.3	3	12	0	1	37
Cc1ccc2nc(-c3ccc(NC(=O)COC(=O)c4ccc(=O)[nH]c4)cc3)sc2c1	-4	-8	9	-142	0.1	-67	14	2	-8	13
Cc1ccc(N=CNc2ccc(C)cc2C)c(C)c1	-5	-24	-41	-10	-0.5	-10	-11	5	-1	6
NNc1nc2sc3c(c2c(=O)n1C1CCCCC1)CCN(Cc1ccccc1)C3	0	2	28	-22	-0.3	-4	-9	0	10	-15
C=CCSc1nc2sc3c(c2c(=O)[nH]1)CC(C)(CC)OC3 (configuration not stated)	-6	3	-7	-25	-2.7	-45	0	1	-3	4
Cc1cccc2cc(CN(Cc3ccc(F)cc3)C(=O)N3CCOCC3)c(=O)[nH]c12	3	-4	-3	11	-0.2	24	-4	-1	2	6
COc1ccc(NC(=O)CC2C(=O)N(c3cccc(OC)c3)C(=O)N2C(C)C)cc1 (configuration not stated)	0	-7	-15	-8	0.2	-3	-3	1	-3	26
Next part
SMILES	IEC-6 tox	HSF1 inh	HSF1 activator	KLF5 inh	HIF activator	aSyn UTR inh	Platelet DG rel	HSP90 refold inh	SKKanGAS inh	AI-2 QS mod
Cc1cc(C)c(C)c(S(=O)(=O)NC(C)C(=O)O)c1C (configuration not stated)	-2	-5	7	-9	-1.9	1	-13	-2	-12	7
COc1ccc(Cl)cc1C(=O)Nc1ccc(NC(C)=O)cc1	2	-4	-19	-3	-0.1	-8	2	-2	3	1
O=C(CSC1=NCCS1)Nc1nc2c(s1)CCCC2	-2	15	25	-60	0.8	-104	2	12	8	16
CN(C)CCOC(=O)/C(=C/c1cn(C)c2ccccc12)NC(=O)c1ccccc1	10	-7	-2	0	0.4	35	-12	6	-1	4
Cc1ccc2c(c1)COc1c3ccc(C(=O)N4CCOCC4)cc3nn1-2	x	-5	-23	x	6.2	-113	3	x	4	11
ClC1(Cl)CC1CSc1nnc(-c2ccncc2)o1 (configuration not stated)	2	-8	-3	-48	1.7	-66	-2	1	7	13
CC1CCCN(C(=O)COC(=O)CSc2ccc(C(N)=O)cc2[N+](=O)[O-])C1 (configuration not stated)	x	-3	7	x	-0.3	-6	-2	x	9	x
CCOc1ccc(-c2cccc(NC(=O)c3ccco3)c2)nn1	x	1	2	x	0.2	0	-2	x	39	13
COc1ccc(CC(C)N2CCN(c3ccccc3)CC2)cc1OC (configuration not stated)	5	2	-21	1	0.1	-9	7	1	2	10
O=C(CSc1ccc([N+](=O)[O-])cc1)NCC1CCCCC1	6	1	13	-3	-0.4	-1	-1	-1	1	-6
CC(C)(CN1CCc2ccccc2C1)NS(=O)(=O)c1ccc(Cl)cc1	-7	6	22	-14	-0.2	-9	-8	4	-1	7
O=C(COC(=O)CCCOc1ccc(Cl)cc1Cl)Nc1cccc(Cl)c1	-3	2	-14	-13	-0.3	-3	5	-1	6	23
C=CCC1(CC=C)CCCN1C(=O)c1cc(COc2ccc(F)c(F)c2)on1	-1	-3	7	14	-1.3	29	-5	1	-3	-15
CC(C)N1C(=O)/C(=C\c2nc3ccccc3c(=O)[nH]2)c2ccccc21	11	x	x	-32	x	x	x	6	x	8
CC1CCCN(C(=O)COC(=O)CNC(=O)c2ccc(Br)cc2)C1 (configuration not stated)	x	-6	-1	x	-0.3	0	-5	x	-10	5
O=C(Cn1c(C(F)(F)F)nc2ccccc21)Nc1ccccc1C(=O)O	-4	0	-8	-3	-0.4	4	0	-3	-2	8
COc1cc(S(=O)(=O)NCc2ccc(F)cc2)ccc1-n1cnnn1	1	-3	-6	-1	-0.3	17	-5	2	-3	8
Oc1c(C=Nc2cccc3nsnc23)ccc2ccccc12	2	5	20	-31	-1.0	-24	0	37*	4	27
COc1ccc(OC)c(CC(NC(C)=O)C(=O)NC2CCN(c3nc(OC)nc(OC)n3)CC2)c1 (configuration not stated)	-7	-2	22	-11	0.1	-7	0	-4	0	1
O=C1ON=C(c2ccccc2)/C1=C/c1ccc(O)c(O)c1	-8	0	-3	-35	-0.8	-24	-2	-6	6	10
COc1ccc(NC(=O)COC(=O)CCCc2c[nH]c3ccccc23)cc1OC	4	-4	-20	-26	0.0	6	-4	1	7	26
O=C(Nc1cccc(F)c1)c1ccc(S(=O)(=O)NCC2CCCO2)cc1 (configuration not stated)	-4	-5	-4	-20	0.5	6	0	-1	-6	11
Cc1cc(NC(=O)CCCn2nc([N+](=O)[O-])c(Cl)c2C)no1	0	-4	6	-10	0.1	8	-1	-3	-1	-8
CC(=O)N1CSCC1C(=O)NNS(=O)(=O)c1cccc(C(F)(F)F)c1 (configuration not stated)	-2	19	75*	-33	0.2	2	-10	-1	-10	6
COc1ccc(N(CC(=O)Nc2ccc(S(=O)(=O)N3CCCC3)cc2)S(C)(=O)=O)cc1OC	6	-10	2	9	0.2	24	-4	7	6	10
(list continues)
SMILES	IEC-6 tox	HSF1 inh	HSF1 activator	KLF5 inh	HIF activator	aSyn UTR inh	Platelet DG rel	HSP90 refold inh	SKKanGAS inh	AI-2 QS mod
COc1ccc(CCNS(=O)(=O)CCNC(=O)c2ccc3c(c2)OCO3)cc1OC	x	-6	-8	x	-0.4	7	12	x	-3	59
O=C(CSc1nc2ccccc2[nH]1)NC1CCS(=O)(=O)C1 (configuration not stated)	0	0	12	-37	0.2	8	4	-1	4	5
COc1cccc(=O)c2c(C)n(-c3ccc(C(=O)O)cc3)c(C)c12	-16	3	29	8	0.8	-41	9	1	9	u
C/C(=N\NC(=O)OC(C)(C)C)c1ccc[nH]1	-6	22	21	-74	4.8	-122	9	0	-6	24
O=[N+]([O-])c1ccc2c(c1)S(=O)c1ccccc1-2 (configuration not stated)	-7	2	x	-3	0.3	-11	24	-1	-6	3
CCC(C)Nc1nc2c(c(=O)[nH]c(=O)n2C)n1CCC(C)C (configuration not stated)	-2	-10	1	-62	-0.1	1	-4	1	-1	32
CCCCCCCOC(=O)C[N+](C)(C)CCOC1CC2CCC1(C)C2(C)C (configuration not stated)	4	-4	-6	3	-0.8	1	-3	2	u	55
O=C(c1ccco1)N1CCN(c2ncnc3c2nnn3Cc2ccccc2Cl)CC1	6	3	12	-24	-0.2	5	-10	0	-13	6
CC1=CC(=O)C=C(C)C1=NOS(=O)(=O)c1ccccc1	7	28	27	0	-2.9	12	4	-1	-1	10
CCn1cc(Br)c(C(=O)Nc2ccccc2C(=O)OC)n1	7	-3	-11	-38	-0.2	-88	0	-2	-2	2
CC12CCC(C(=O)N(CSC(=S)N/N=C\c3ccccc3)C1=O)C2(C)C (configuration not stated)	1	2	-2	-14	0.2	-14	-2	-3	6	37
C/C(=N\Nc1ccc2nncn2n1)c1ccc(Br)s1	7	-3	8	12	-0.9	-40	10	4	-8	0
COc1cccc(C2C(C(=O)c3cccs3)=C(O)C(=O)N2CCN2CCOCC2)c1OC (configuration not stated)	-7	-3	-13	-25	-0.4	7	-2	0	-3	3
Cc1cc2ncn(S(=O)(=O)c3ccc(S(=O)(=O)N4CCCCCC4)cc3)c2cc1C	2	-10	-6	-31	-0.2	17	0	-2	5	1
O=C(O)c1cn(Cc2ccccn2)c(=O)c2ccccc12	-1	5	0	-14	-0.2	11	13	-2	-3	13
CCOC(=O)N1CCC(NC(=O)C2CCN(C(=O)c3cc4oc(C)cc4n3Cc3c(F)cccc3Cl)CC2)CC1	-2	-3	8	-3	-0.5	29	-6	0	0	6
O=C(N/N=C/C=C/c1ccccc1)c1ccccc1Br	2	-3	11	1	4.4	-50	-7	1	9	15
COc1cc(/C=N/OCC(=O)Nc2ccc(OC(F)F)cc2)ccc1OCc1ccccc1	-3	4	13	-23	1.2	-45	-6	5	20	4
CC1=Nc2ccccc2/C1=C\c1sc(Nc2ccc(C)cc2)nc1O	79*	10	19	66*	0.2	-5	1	-6	37	27
COc1ccc(NC(=O)/C(=C\c2ccc3c(c2)OCO3)NC(C)=O)cc1	-1	-3	8	-7	-0.3	-4	-9	5	-4	-12
CCOC(=O)c1cc2c(C)n(-c3ccc(OCC)cc3)c(C)c2cc(C(=O)OCC)c1=O	-2	12	18	-15	2.7	19	34	1	-9	9
Cc1c(Cl)cccc1NC(=O)CCC(=O)NNC(=O)c1ccccc1Cl	-2	-1	3	-30	0.0	1	9	0	0	9
